Screens deposited in PubChem BioAssay by Fisher Drug Discovery Resource Center.
NPYLR7 ag = activates Aedes aegypti NPYLR7 receptor; HEK293T NPYLR7/Galpha15, GCaMP6s calcium fluorescence; activation, % at 10 µM; hit rate 0.15% among 270,000; in the data active = activation above about 40%;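 also: 0% = vehicle and 100% = reference agonist at the receptor; some compounds past the cut are filed as inactive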
hcGAS inh = inhibitors of human cGAS | Q8N884 | recombinant h-cGAS, ATP depletion, Kinase-Glo luminescence | inhibition, % at 12.5 µM | hit rate 0.081% among 290,000 | AID 1259398;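 also: 0% = vehicle reaction and 100% = reaction without DNA for no activity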
Target sequence (Q8N884 whole entry, looked up): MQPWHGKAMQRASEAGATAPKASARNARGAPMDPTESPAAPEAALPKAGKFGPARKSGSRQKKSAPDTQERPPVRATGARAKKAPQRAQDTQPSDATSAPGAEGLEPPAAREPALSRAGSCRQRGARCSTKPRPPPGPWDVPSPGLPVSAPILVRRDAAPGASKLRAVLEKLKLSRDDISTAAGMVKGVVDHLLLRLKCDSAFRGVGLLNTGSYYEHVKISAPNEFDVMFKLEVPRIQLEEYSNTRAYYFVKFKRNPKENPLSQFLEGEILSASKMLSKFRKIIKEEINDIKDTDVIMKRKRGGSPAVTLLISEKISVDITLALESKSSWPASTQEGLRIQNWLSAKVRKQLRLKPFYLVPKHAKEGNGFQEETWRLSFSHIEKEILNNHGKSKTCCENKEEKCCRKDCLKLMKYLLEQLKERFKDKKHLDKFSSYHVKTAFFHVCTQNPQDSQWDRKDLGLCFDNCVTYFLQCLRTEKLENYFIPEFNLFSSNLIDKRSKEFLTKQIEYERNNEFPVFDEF
mcGAS lum = mouse cGAS inhibition by luminescence. Q8C6L5. recombinant cGAS, Kinase-Glo ATP depletion luminescence. inhibition, % at 12.5 µM. hit rate 0.15% among 160,000. AID 1259399;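 also: 0% = negative control wells and 100% = reference inhibitor with no enzyme activity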
* hit, by the source's call; x = no result given; & = joins results of further samples. Rule as the data show it, unless noted: active = inhibition above about 40%; inactive = the rest. Not a hit list. Share with any hit: about 0.27%.

SMILES	NPYLR7 ag	hcGAS inh	mcGAS lum
Cc1noc(CN2CCOc3c(O)cc(-c4ccc(C)s4)cc3C2)n1	x	-5	-9
CN(Cc1ccccc1)Cc1nc2c([nH]1)c(=O)n(C)c(=O)n2C	-1	0	x
CCCCN(Cc1cccn1Cc1ccc(Br)cc1)C(=O)CN(C(=O)COCc1ccccc1)C(C)C	3	-2	-5
O=C(NCCc1ccn(-c2ccc(F)cc2)n1)C1CCCO1 (stereo unspecified)	0	-4	0
CCOC(=O)CCNC(=O)N1CCCC(C(=O)c2ccc(OC)cc2C)C1 (stereo unspecified)	-1	-5	x
CCCCOc1ncnc2c1sc1nc3c(cc12)COC(C)(C)C3	14	-14	-3
CCc1nc2c(OCCCN(C)S(C)(=O)=O)cccn2c1N(C)C(=O)c1cccs1	14	-6	-3
COc1cccc(CN2C(=O)C3(SCCN3C(=O)c3ccc(Cl)cc3)c3cc(C)ccc32)c1 (stereo unspecified)	2	-12	-7
Nc1cc(=O)[nH]c(SCC(=O)Nc2ncc(Cl)cc2Cl)n1	5	-4	-4
Cc1cc(C(=O)CSc2nnc(C3CC3)n2C2CC2)c(C)n1CC1CCCO1 (stereo unspecified)	0	-8	-5
O=S1(=O)N=C(N2CCNCC2)c2ccccc21	3	-2	-3
CCC(C)N1CC23C=CC(O2)C(C(=O)OC(C)C)C3C1=O (stereo unspecified)	0	-9	x
CCn1nc(C)c(C(C)NC(=O)c2cc(CC(C)C)nn2C)c1C (stereo unspecified)	-3	-2	-13
NC(=O)C(=O)NCCC1CN(Cc2ccc3occc3c2)CCO1 (stereo unspecified)	2	-5	x
Cc1cc(C(=O)NN=C2CCCCCCCCCCC2)c(C)o1	-5	-7	x
CN(CC(=O)Nc1ccc(Cl)cc1)c1ccc(C#N)cn1	6	-8	-4
Nc1cncc(-c2cc(Cl)ccc2Cl)c1	-2	-2	-10
CCCc1nc(N2CCN(Cc3cccc(OC)c3)CC2)c2c(C)nn(-c3ccc(F)cc3)c2n1	1	-3	-3
Cc1ccc(C2=NN(C(=O)CN(C)C3CCCCC3)C(c3ccc4c(c3)OCO4)C2)cc1 (stereo unspecified)	-5	-1	-3
COc1cccc(-c2ccccc2NC(=O)C2CCN(Cc3cccc(C(C)=O)c3)CC2)c1	5	-4	-12

Laid out differently: entries from further up
canonical_smiles,NPYLR7 ag,hcGAS inh,mcGAS lum
NC(=O)C(=O)NCCC1CN(Cc2ccc3occc3c2)CCO1 (stereo unspecified),2,-5,x
CCOC(=O)CCNC(=O)N1CCCC(C(=O)c2ccc(OC)cc2C)C1 (stereo unspecified),-1,-5,x
Cc1ccc(C2=NN(C(=O)CN(C)C3CCCCC3)C(c3ccc4c(c3)OCO4)C2)cc1 (stereo unspecified),-5,-1,-3
Nc1cncc(-c2cc(Cl)ccc2Cl)c1,-2,-2,-10

Back to the main list with the 2 entries that preceded the break.
SMILES	NPYLR7 ag	hcGAS inh	mcGAS lum
Cc1ccc(C2=NN(C(=O)CN(C)C3CCCCC3)C(c3ccc4c(c3)OCO4)C2)cc1 (stereo unspecified)	-5	-1	-3
COc1cccc(-c2ccccc2NC(=O)C2CCN(Cc3cccc(C(C)=O)c3)CC2)c1	5	-4	-12
COc1cccc(C(CN2CCN(C(=O)c3cccnc3SC)CC2)OCc2ccc(C#N)cc2)c1 (stereo unspecified)	-1	3	3
NS(=O)(=O)c1ccc(CCNC(=O)C2CC=CCC2C(=O)N2CCc3c([nH]c4ccccc34)C2)cc1 (stereo unspecified)	-5	-7	-4
COc1ccc(C(=O)Nc2ccc(Nc3ccc(-n4cccn4)nn3)cc2)cc1OC	-5	4	-2
CCC(C)N(CC#Cc1ccccc1)Cc1cc2ccc(F)cc2[nH]c1=O (stereo unspecified)	0	-5	-9
N#Cc1cccc(CN2CCN3C(C(N)=O)=COC3=NC2=O)c1	0	-13	x
CCOc1ccccc1C(=O)NS(=O)(=O)c1ccc(C#N)cc1	-3	8	x
O=C(NN=Cc1ccc(O)cc1)c1cc(-c2cc(Cl)ccc2Cl)n[nH]1	-1	-3	-8
CCn1ccc(C(=O)N2CCC(O)(CN(C)C)C2)cc1=O (stereo unspecified)	5	-2	x
CCCCCCc1ccc(C(=O)N2CCSC2c2cccc(Oc3ccccc3)c2)cc1 (stereo unspecified)	-4	-7	-6
OC1CCC(Nc2cncc(Br)c2)CC1 (stereo unspecified)	4	2	x
COC(=O)[C@@H](NC(=O)c1ccccc1OC1CCN(S(C)(=O)=O)CC1)C(C)C	5	1	x
CS(=O)(=O)NC1CCN(c2nc(C(=O)O)nc3ccccc23)CC1	5	-7	-14
CC1=C/C(=N/NC(=O)c2n[nH]c(=O)c3ccccc23)CC(C)(C)C1	2	1	-9
O=C1NC(=O)C2(CCC(C(=O)N(Cc3ccc(F)cc3)C3CC3)CC2)N1 (stereo unspecified)	0	-6	x
CCOC(=O)Cn1c(=O)c2c(nc3n2CC(C)CN3c2ccc(CC)cc2)n(C)c1=O (stereo unspecified)	3	-1	-7
CCOC(=O)c1sc(NC(=O)c2ccc(Cl)s2)nc1C	-4	-5	-4
NC1=NC(=O)/C(=C/c2ccc(-c3ccccc3Cl)o2)S1	-4	9	-6
CCOC(=O)c1nn(-c2cccc(F)c2)c(=O)c2c(NC(=O)c3ccco3)scc12	-1	0	-1
COc1ccc(NC(C)C2CC2)cc1 (stereo unspecified)	21	-10	x
COCC1(C(=O)N2CCN3C(=O)CN(C)C(=O)C3C2)CCC1 (stereo unspecified)	4	-1	-20
CCN(CC1CCCN(CCc2cccc(F)c2)C1)C1CSCCSC1 (stereo unspecified)	-3	5	0
CC1(C)Cc2c(sc(NC(=O)C(C)(C)C)c2C#N)C(C)(C)N1	13	-5	x
Cc1ccc(-n2nnc3c(=O)n(Cc4cccc(F)c4)cnc32)cc1C	-2	-9	-9
O=S(=O)(c1ccccc1)N1CCN(c2nc3ccccc3o2)CC1	-3	-12	x
CO[C@H]1COC[C@@H]1NC(=O)C1(Oc2ccc(Cl)cc2)CCNCC1	4	2	-11
CCOc1ccc(OCC)c(NC(=O)c2nnn(CC(=O)Nc3ccc(C)cc3C)c2N)c1	-7	-4	-5
CCn1ncc(C2=NOC(C(=O)NC3CCCC3)C2)c1C (stereo unspecified)	7	-4	-3
CCOC(=O)c1cc(-c2ccc(N3CCN(C(=O)c4c(C)noc4C)CC3)cc2)n(-c2cccc(F)c2)n1	19	0	-4
Cc1cccc(C)c1Oc1ncccc1CNC(=O)c1nc[nH]c1C	x	-7	-9
COCCNC(=O)c1ccc(CSc2nc(N(C)CCc3ccc(OC)c(OC)c3)cc(C(F)(F)F)n2)o1	8	-9	-5
Cn1cc(CN2CCN(c3ncccn3)CC2)c(-c2ccc(Oc3ccccc3)cc2)n1	13	-10	-13
FC(F)(F)c1ccc(CC2CCN(Cc3ccccc3Br)CC2)cc1	4	-6	-6
NC(=O)c1cccc(CS(=O)(=O)Cc2ccccc2)c1	5	-7	x
CC(C)Oc1cccc(C(=O)C2CCCN(Cc3ccc(C#CC(C)(C)O)s3)C2)c1 (stereo unspecified)	2	4	-9
CS(=O)(=O)NCCc1ccc(S(N)(=O)=O)cc1	11	-3	x
COc1cc(Br)ccc1OCC(=O)N=Nc1c(O)[nH]c2ccc(F)cc12	-4	0	0
CC1C(=O)N(C)CCN1C(=O)COCc1ccccc1 (stereo unspecified)	26	-7	x
Cc1cccn2c(=O)c3cc(C(=O)NC4CCS(=O)(=O)C4)sc3nc12 (stereo unspecified)	2&10	-5&-7	x
COc1ccc2[nH]c(C(=O)N3CC(c4cccnc4)C3)c(C)c2c1	19	-10	x
Cc1ncsc1CCC(=O)N1CCN2CCNC(=O)C2C1 (stereo unspecified)	3	-3	x

The closing six records of the section before are carried over, then new ones follow:
SMILES	NPYLR7 ag	hcGAS inh	mcGAS lum
CS(=O)(=O)NCCc1ccc(S(N)(=O)=O)cc1	11	-3	x
COc1cc(Br)ccc1OCC(=O)N=Nc1c(O)[nH]c2ccc(F)cc12	-4	0	0
CC1C(=O)N(C)CCN1C(=O)COCc1ccccc1 (stereo unspecified)	26	-7	x
Cc1cccn2c(=O)c3cc(C(=O)NC4CCS(=O)(=O)C4)sc3nc12 (stereo unspecified)	2&10	-5&-7	x
COc1ccc2[nH]c(C(=O)N3CC(c4cccnc4)C3)c(C)c2c1	19	-10	x
Cc1ncsc1CCC(=O)N1CCN2CCNC(=O)C2C1 (stereo unspecified)	3	-3	x
CCC1CCc2sc(-c3n[nH]c(=S)n3C)cc2C1 (stereo unspecified)	10	-8	x
CCn1cc(C(CC(=O)N2CCOCC2)c2ccc(F)cc2)c2ccccc21 (stereo unspecified)	8	2	-3
Cn1c(=O)[nH]cc(CCN2CCc3onc(-c4ccccc4)c3C2)c1=O	13	-5	-14
CC(=O)c1c(C)nn(CC(=O)NCC2(N(C)C)CCOCC2)c1C	x	-14	-5
CC12COC3(C(N)=O)CC1CCC32C (stereo unspecified)	0	1	x
Cc1ccccc1-c1cnc(C(O)c2ccc(Cl)cc2C)[nH]1 (stereo unspecified)	-2	-13	x
CN1CC2(CCN(Cc3cncn3C3CCCCC3)C2)OC1=O (stereo unspecified)	3	-6	-11
COCCN(Cc1csc(COc2ccccc2C(C)C)n1)C(=O)Cc1ccccc1	15	-2	-4
Cc1ccccc1-n1c(C)cc(C(=O)N2CCOC(C(N)=O)C2)c1C (stereo unspecified)	-1	-6	x
O=C1COCc2ccc(-c3cccnc3)cc2N1CCN1CCOCC1	4	-4	x
C(=Nn1c(-c2cccs2)csc1=Nc1ccccc1)c1ccccn1	0	-2	-5
CC#CCN1C(=O)NC(Cc2cccc(F)c2)(C2CCN(C(=O)/C=C/c3cccnc3)CC2)C1=O (stereo unspecified)	17	-11	-12
Cc1oc(-c2ccsc2)nc1CC(=O)N(C)C(C)c1ccncc1 (stereo unspecified)	6	-15	x
Cc1cccc(-c2cnc(C)nc2C2CCCN(C(=O)c3ccc(Oc4ccccc4)o3)C2)c1 (stereo unspecified)	16	-5	-10
COc1ccccc1Nc1nc(O)c([N+](=O)[O-])c(=O)[nH]1	0	-15	-6
Cc1ccc(-c2noc(CC#N)n2)cc1	0	0	x
CCOC(=O)N1CCN(S(=O)(=O)c2ccc(OC)c(C(C)(C)C)c2)CC1	x	-7	-6
CC(C)NC(=O)C(C)N1CCN(c2cccc(Cl)c2)CC1 (stereo unspecified)	-1	5	x
c1ccc(CNCc2c(-c3ccccc3)noc2N2CCCCC2)cc1	11	2	x
CN(C(=O)C1CC(=O)N(Cc2cccc(C(F)(F)F)c2)C1)C1CCc2ccccc21 (stereo unspecified)	4	-11	x

Part of the list above, as labelled records:
structure: CCOC(=O)N1CCN(S(=O)(=O)c2ccc(OC)c(C(C)(C)C)c2)CC1
  NPYLR7 ag: x | hcGAS inh: -7 | mcGAS lum: -6

structure: CC(C)NC(=O)C(C)N1CCN(c2cccc(Cl)c2)CC1 (stereo unspecified)
  NPYLR7 ag: -1 | hcGAS inh: 5 | mcGAS lum: x

Going on with the list:
SMILES	NPYLR7 ag	hcGAS inh	mcGAS lum
O=[N+]([O-])c1ccc(NN=C2CC3CC=CC23)c([N+](=O)[O-])c1 (stereo unspecified)	-19	-8	x
CC(=O)NC(CC(=O)N1CCc2sccc2C1)c1ccc(Cl)cc1 (stereo unspecified)	7	-4	x
CN1CCC(NC(=O)NCC2CCN(c3ccc(Br)cc3)C2)C1 (stereo unspecified)	9	-7	x
O=C(Nc1ccc(N2CCC(Cc3ccccc3)CC2)c(C(=O)N2CCCC2)c1)c1ccc(Cl)cc1Cl	22	-2	-6
